From PubChem BioAssay
C2C12 statin = suppression of simvastatin myotoxicity; C2C12 myotubes + simvastatin, ATP luminescence, 48 h; scaled: DMSO 0, geranylgeraniol control 100; rescue of ATP level, % at 7.49 µM; 330,000 compounds, 0.78% hits; AID 602340;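 active means mean ATP rescue above about 67%, or every replicate alone reaching that limit, limit read from the data, passing the limit was not always enough; inconclusive means no clear call, values can overlap the other calls; inactive means mean under the limit and some replicate under it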;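 further: myotubes were challenged with 10 µM simvastatin during compound exposure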
miR122 inh = blocks miR-122 activity in Huh7 sensor cells. Huh7 miR-122 Renilla luciferase sensor, 48 h; neutral wells = 0, positive control = 100. activation (reporter increase), % at 12.5 µM. 340,000 compounds, 0.3% hits. AID 602342;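 active means mean replicate activation score at least 90 and every replicate individually at or above 90; inconclusive means only one of the two criteria met; inactive means neither criterion met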;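 further: higher luciferase means less miR-122 activity so hits act as miR-122 inhibitors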
SIRT5 inh = sirtuin-5 (human) deacylase inhibition; Q9NXA8; Purified SirT5, succinyl-peptide AMC, trypsin-coupled fluorescence; inhibition, % at 15 µM; 330,000 compounds, 1.1% hits; AID 652115; in the data active means inhibition above about 15%; inconclusive means no clear call, values can overlap the other calls
Target sequence (Q9NXA8 whole entry, looked up): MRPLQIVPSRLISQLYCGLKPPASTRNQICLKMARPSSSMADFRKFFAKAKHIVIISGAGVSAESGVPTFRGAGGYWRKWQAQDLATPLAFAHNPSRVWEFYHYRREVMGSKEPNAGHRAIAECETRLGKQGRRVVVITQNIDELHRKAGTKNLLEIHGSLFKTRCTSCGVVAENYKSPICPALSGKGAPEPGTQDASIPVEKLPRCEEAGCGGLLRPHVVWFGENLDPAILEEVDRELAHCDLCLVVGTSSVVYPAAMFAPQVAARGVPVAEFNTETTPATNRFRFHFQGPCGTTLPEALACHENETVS
ARNT-TACC3 inh = ARNT/TACC3 interaction disruption; Q9Y6A5; AlphaScreen His-ARNT PAS-B/GST-TACC3 binding, luminescence; TACC3 fragment carries E629A point mutation; inhibition, % at 9.99 µM; 390,000 compounds, 0.66% hits; AID 623870;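 active means mean inhibition of replicates at least 50% and at least half of replicates each reaching 50%; inconclusive means half or more replicates reach 50% but mean below 50%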;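 further: 0% = complete ARNT plus TACC3 wells and 100% = ARNT alone without TACC3; many hits fall short of the cut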
ERp5 block = inhibitors of human ERp5; Q15084; ERp5 insulin aggregation, absorbance 650 nm, 90 min; inhibition, % at 9.99 µM; 350,000 compounds, 0.05% hits; AID 651711;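 active means mean replicate inhibition above about 25%, with every replicate also reaching it, limit read from the data, passing the limit was not always enough; inconclusive means only one of those two criteria met; inactive means neither criterion met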
Target sequence (Q15084 whole entry, looked up): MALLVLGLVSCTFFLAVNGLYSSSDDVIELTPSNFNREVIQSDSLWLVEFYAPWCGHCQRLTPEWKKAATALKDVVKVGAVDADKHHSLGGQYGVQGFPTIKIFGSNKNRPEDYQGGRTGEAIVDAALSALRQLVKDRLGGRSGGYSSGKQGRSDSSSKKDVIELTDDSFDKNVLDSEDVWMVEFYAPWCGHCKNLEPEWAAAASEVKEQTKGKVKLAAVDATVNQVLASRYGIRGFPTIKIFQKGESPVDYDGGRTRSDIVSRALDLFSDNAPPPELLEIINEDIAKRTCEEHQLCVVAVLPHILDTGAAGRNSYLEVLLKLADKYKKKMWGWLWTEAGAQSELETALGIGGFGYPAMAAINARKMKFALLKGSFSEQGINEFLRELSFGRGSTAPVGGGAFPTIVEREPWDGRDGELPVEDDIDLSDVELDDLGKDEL
esBAF inh = blocks esBAF chromatin remodeling in mouse ES cells; Bmi1-luciferase knock-in reporter, 24 h; 100% = twice the neutral-well signal; reporter increase, % at 12.5 µM; 350,000 compounds, 2% hits; in the data active means activation above about 40%; inconclusive means no clear call, values can overlap the other calls;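 further: 0% = median of the plate's neutral control wells and 100% = double that signal; a rise in the Bmi1 reporter signal indicates esBAF inhibition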
Cneo AK release = Cryptococcus neoformans lysis via adenylate kinase release; C. neoformans lysis, adenylate kinase release luminescence, 4 h; normalised: neutral wells 0, clomiphene wells 100; lysis activity, % at 15 µM; 360,000 compounds, 0.2% hits;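 active means mean lysis activity across replicates of at least 80%, whatever share of replicates individually reach that level; inactive means mean lysis activity below 80%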
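Schedule: static 4 h at 37 °C with compound, 1 h detection; system: C. neoformans cells; benchmarks: Clomiphene as positive control; buffer or medium: fresh YPD medium; measure: luminescence rise reflecting yeast cell lysis; measured by: luminescent adenylate kinase detection reagent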
* hit, by the source's call; & = joins results of further samples; [ ] = another dose, or the depositor's remark.

The first seven compounds, to show the layout:
Cc1cccc(C)c1NC(=S)N1CCOCC1 was read as SIRT5 inh -1, ARNT-TACC3 inh -13 and ERp5 block 3.
CCOc1ccc(NC(=O)CCC(=O)N2CCSc3ccccc32)cc1 was read as C2C12 statin 8, miR122 inh -2, ERp5 block 1, esBAF inh 1 and Cneo AK release -4.
Screening O=C(c1[nH]c(C(F)(F)F)nc1-c1ccccc1)N1CCN(c2ncc(C(F)(F)F)cc2Cl)CC1 returned C2C12 statin -2, miR122 inh 0, SIRT5 inh 5, ERp5 block -8, esBAF inh -4 and Cneo AK release -2.
Cc1cnc(NS(=O)(=O)c2ccccc2)c(C)n1 was read as C2C12 statin 2, miR122 inh 2, SIRT5 inh -1, ARNT-TACC3 inh -5, ERp5 block 1, esBAF inh 4 and Cneo AK release -4.
`C#CCNC(=O)C1=C[C@@H](C2CCCCC2)C[C@@H](OCCCCO)O1` gave C2C12 statin 3, miR122 inh -8, SIRT5 inh 0&-1, ARNT-TACC3 inh -4, ERp5 block 1&2, esBAF inh 1 and Cneo AK release 4&-12.
`CCC(c1nnnn1-c1c(C)cccc1C)N1CCN(C/C=C/c2ccccc2)CC1` (configuration not stated) gave C2C12 statin 7, miR122 inh -3, SIRT5 inh 14, ERp5 block 2, esBAF inh -7 and Cneo AK release -5.
`COc1ccccc1C(=O)NCCC(=O)N1CCCC(C(F)(F)F)C1` (configuration not stated) gave C2C12 statin 1, miR122 inh 5, SIRT5 inh -1, ERp5 block -1, esBAF inh -10 and Cneo AK release 0.

The whole of this part, previewed entries included:
Cc1cccc(C)c1NC(=S)N1CCOCC1 was read as SIRT5 inh -1, ARNT-TACC3 inh -13 and ERp5 block 3.
CCOc1ccc(NC(=O)CCC(=O)N2CCSc3ccccc32)cc1 was read as C2C12 statin 8, miR122 inh -2, ERp5 block 1, esBAF inh 1 and Cneo AK release -4.
Screening O=C(c1[nH]c(C(F)(F)F)nc1-c1ccccc1)N1CCN(c2ncc(C(F)(F)F)cc2Cl)CC1 returned C2C12 statin -2, miR122 inh 0, SIRT5 inh 5, ERp5 block -8, esBAF inh -4 and Cneo AK release -2.
Cc1cnc(NS(=O)(=O)c2ccccc2)c(C)n1 was read as C2C12 statin 2, miR122 inh 2, SIRT5 inh -1, ARNT-TACC3 inh -5, ERp5 block 1, esBAF inh 4 and Cneo AK release -4.
`C#CCNC(=O)C1=C[C@@H](C2CCCCC2)C[C@@H](OCCCCO)O1` gave C2C12 statin 3, miR122 inh -8, SIRT5 inh 0&-1, ARNT-TACC3 inh -4, ERp5 block 1&2, esBAF inh 1 and Cneo AK release 4&-12.
`CCC(c1nnnn1-c1c(C)cccc1C)N1CCN(C/C=C/c2ccccc2)CC1` (configuration not stated) gave C2C12 statin 7, miR122 inh -3, SIRT5 inh 14, ERp5 block 2, esBAF inh -7 and Cneo AK release -5.
`COc1ccccc1C(=O)NCCC(=O)N1CCCC(C(F)(F)F)C1` (configuration not stated) gave C2C12 statin 1, miR122 inh 5, SIRT5 inh -1, ERp5 block -1, esBAF inh -10 and Cneo AK release 0.
COCCNC(=O)C[C@H]1C=C[C@@H](NS(=O)(=O)c2ccc(C)cc2)[C@H](CO)O1 was read as C2C12 statin -4, SIRT5 inh 3, ARNT-TACC3 inh -3, ERp5 block -4, esBAF inh -2 and Cneo AK release 93*.
For O=C(CCN1CCCCC1)Nn1c(=S)[nH]c2ccccc2c1=O the results were C2C12 statin 5, miR122 inh -6, ARNT-TACC3 inh -30, esBAF inh -2 and Cneo AK release 7.
For O=C1CSC(c2ccccc2[N+](=O)[O-])N1c1cccc(F)c1 (configuration not stated) the results were C2C12 statin -1, miR122 inh -4, SIRT5 inh -2, ARNT-TACC3 inh 2, ERp5 block 0, esBAF inh -2 and Cneo AK release 0.
Cc1cccc2c1-c1sc(C(=O)NCCCN3CCCC(C)C3)cc1CO2 (configuration not stated) was read as C2C12 statin -13, miR122 inh -1, SIRT5 inh -109, ARNT-TACC3 inh -5, ERp5 block 0, esBAF inh -3 and Cneo AK release -1.
Screening COCC(=O)N1CCCCN2[C@H](CO)[C@H](c3ccc(-c4cccc(C)c4)cc3)[C@@H]2C1 returned miR122 inh 1[16.7 µM], ARNT-TACC3 inh -2 and Cneo AK release -2.
For COC(=O)c1cccnc1-n1c(=O)c2cccnc2n(Cc2cccc(C(F)(F)F)c2)c1=O the results were C2C12 statin 14, miR122 inh 1, SIRT5 inh 1, ERp5 block -4 and esBAF inh 5.
`Cc1ccc2cc(NC(=O)CC(CC(=O)O)c3ccccc3)ccc2n1` (configuration not stated) gave C2C12 statin 2, miR122 inh -6, SIRT5 inh -4, ARNT-TACC3 inh 26, ERp5 block 7, esBAF inh -7 and Cneo AK release 1.
`C[C@H]1CN([C@@H](C)CO)C(=O)Cc2cc(NC(=O)Cc3ccccc3)ccc2O[C@@H]1CN(C)C(=O)Nc1ccccc1` gave C2C12 statin -9, miR122 inh -1[16.7 µM], SIRT5 inh 2, ARNT-TACC3 inh -4, ERp5 block 0, esBAF inh 2 and Cneo AK release -4.
`N#CC1(NC(=O)COC(=O)CCCN=C2NS(=O)(=O)c3ccccc32)CCCCC1` gave C2C12 statin 13, miR122 inh -1, SIRT5 inh -3, ARNT-TACC3 inh -5, ERp5 block 9, esBAF inh 8 and Cneo AK release -1.
`COc1ccc(-n2c(NNC(C)=O)nc3sc4c(c3c2=O)CCCC4)cc1` gave C2C12 statin -2, miR122 inh 6, SIRT5 inh -2, ARNT-TACC3 inh -4, ERp5 block -1, esBAF inh 10 and Cneo AK release -1.
Screening COc1ccc(CNC(=S)Nc2ccc(Br)cc2)cc1 returned C2C12 statin -83, miR122 inh -4, ARNT-TACC3 inh 1, ERp5 block 1, esBAF inh 1 and Cneo AK release 8.
Screening COCCCNC(=O)C(C#N)c1nc2ccccc2nc1N1CCN(Cc2ccccc2)CC1 (configuration not stated) returned C2C12 statin 6, miR122 inh 8, ARNT-TACC3 inh 8, esBAF inh 1 and Cneo AK release -1.
Screening C[C@H]1CN([C@@H](C)CO)C(=O)c2cc(NS(=O)(=O)c3ccccc3)ccc2O[C@H]1CN(C)Cc1ccc(C(F)(F)F)cc1 returned C2C12 statin 46, miR122 inh 39[16.7 µM], SIRT5 inh 5, ARNT-TACC3 inh 8, ERp5 block 1, esBAF inh -11 and Cneo AK release 46.
`CN1C2CCC1/C(=C/c1cccn1C)C(=O)/C2=C\c1cccn1C` gave miR122 inh -19, SIRT5 inh 6, ARNT-TACC3 inh -4, ERp5 block 3 and Cneo AK release 1.
`O=C(NCc1ccccc1)c1cc(-c2ccncc2)nc2ccccc12` gave C2C12 statin -2, miR122 inh -3, SIRT5 inh 0, ARNT-TACC3 inh -7, ERp5 block 1, esBAF inh -1 and Cneo AK release -1.
`COCC(=O)Nc1ccc2c(c1)C(=O)N(C)C[C@H](OC)[C@@H](C)CN(C(=O)c1ccccc1)[C@@H](C)CO2` gave C2C12 statin -6, SIRT5 inh 2, ERp5 block 14, esBAF inh -4 and Cneo AK release 95*.
Screening CN(C)C(CNC(=O)c1cc(S(=O)(=O)N(C)c2ccc(F)cc2)ccc1Cl)c1ccco1 (configuration not stated) returned C2C12 statin 11, SIRT5 inh -1, ARNT-TACC3 inh 2, ERp5 block -2 and esBAF inh 3.
For CSc1ncc(Cl)c(C(=O)Nc2c(C)cccc2C)n1 the results were C2C12 statin -5, SIRT5 inh -2, ARNT-TACC3 inh -4, ERp5 block 1, esBAF inh -3 and Cneo AK release 0.
O=C(OCc1nnc(-c2ccccc2)o1)c1cccc(-n2cnnn2)c1 was read as C2C12 statin -3, miR122 inh -3, SIRT5 inh -22, ARNT-TACC3 inh 0, ERp5 block 0, esBAF inh 10 and Cneo AK release 0.
CC(=O)n1nc(-c2ccncc2)nc1SCC(=O)Nc1cccc(Cl)c1 was read as C2C12 statin 55, miR122 inh 2, SIRT5 inh 0, ARNT-TACC3 inh -2, ERp5 block -3, esBAF inh 1 and Cneo AK release 0.
Screening Cc1cccc(-c2nnc3n2N=C(c2ccccc2Br)CS3)c1 returned C2C12 statin 103*, miR122 inh -7, ARNT-TACC3 inh -8, esBAF inh -14 and Cneo AK release 0.
Cc1noc(C)c1NC(=O)N(C)C[C@@H]1Oc2c(NS(=O)(=O)c3ccc(F)cc3)cccc2C(=O)N([C@@H](C)CO)C[C@H]1C was read as C2C12 statin 2, miR122 inh -12[16.7 µM], SIRT5 inh -2, ARNT-TACC3 inh -2, ERp5 block -3, esBAF inh 2 and Cneo AK release -5.
Screening COc1ccc(CN2CCOCCOCCN(Cc3ccc(OC)cc3)CCOCCOCC2)cc1 returned SIRT5 inh -1, ARNT-TACC3 inh 4 and ERp5 block -3.
`Cn1c(=O)c2[nH]c(SCC(=O)c3ccc(F)cc3)nc2n(C)c1=O` gave SIRT5 inh -5, ARNT-TACC3 inh -5 and ERp5 block 2.
For COc1ccc(NC(=O)COC(=O)CCSc2ccccc2)cc1 the results were C2C12 statin 2, miR122 inh -3, ARNT-TACC3 inh 2, ERp5 block -1, esBAF inh -2 and Cneo AK release 0.
`N#Cc1cccc(NC(=O)CSc2ccccc2)c1` gave C2C12 statin -18, SIRT5 inh -4, ARNT-TACC3 inh 0, ERp5 block 2, esBAF inh 3 and Cneo AK release 0.
Screening CC(C)(C)NCc1cccn1-c1sc2c(c1C#N)CCCC2 returned C2C12 statin 5, miR122 inh -11, ARNT-TACC3 inh 0, esBAF inh 5 and Cneo AK release 5.
`Cc1cccc(C2CC3(CC(C)(C)NC(=S)N3)Oc3cc(O)ccc32)c1` (configuration not stated) gave miR122 inh -2, SIRT5 inh -4, ERp5 block 1 and Cneo AK release 6.
`O=C(O)CC/C(=C\c1ccc(Cl)c([N+](=O)[O-])c1)c1nc2ccccc2s1` gave C2C12 statin 2, miR122 inh -2, SIRT5 inh -2, ARNT-TACC3 inh -5, ERp5 block 2, esBAF inh -5 and Cneo AK release -1.
CC(C)CNC(=O)CN1C(=O)NC2(CCc3ccccc32)C1=O (configuration not stated) was read as C2C12 statin 20, SIRT5 inh -3, ARNT-TACC3 inh -19, ERp5 block 2, esBAF inh -11 and Cneo AK release 0.
`CCc1ccc(Nc2n[n+](-c3ccccc3)c(-c3ccc(C(=O)O)cc3)s2)cc1` gave C2C12 statin -5, ARNT-TACC3 inh 4, ERp5 block -1, esBAF inh 7 and Cneo AK release -1.
Screening CC(C)(C)OC(=O)N(CCc1ccccc1)Cc1ccccc1OCc1cccc(NC(=O)/C=C/c2ccccc2)c1 returned C2C12 statin -3, miR122 inh 7, SIRT5 inh -6, ARNT-TACC3 inh -3, ERp5 block 3, esBAF inh 13 and Cneo AK release 1.
Cc1ccc(NC(=O)CCc2ccc(S(=O)(=O)N3CCOCC3)cc2)c(O)c1 was read as C2C12 statin 16, ARNT-TACC3 inh -12, ERp5 block -3, esBAF inh -1 and Cneo AK release 5.
Screening O=C(NCCc1ccccc1)c1cccc(S(=O)(=O)N2CCCCC2)c1 returned miR122 inh 5, SIRT5 inh 0, ARNT-TACC3 inh 9, ERp5 block -3 and Cneo AK release 4.
For CC(OC(=O)C1CCN(S(=O)(=O)c2ccccc2)CC1)C(=O)Nc1ncc(Cl)cc1Cl (configuration not stated) the results were C2C12 statin -2, miR122 inh -10, ARNT-TACC3 inh -3, esBAF inh -4 and Cneo AK release 4.
For CN1CCN(S(=O)(=O)c2cccc(C(=O)NCCOc3ccccc3F)c2)CC1 the results were C2C12 statin 3, SIRT5 inh -10, ARNT-TACC3 inh -15, ERp5 block 3, esBAF inh 1 and Cneo AK release -3.
`CC(=O)Nc1ccc(C=C(C#N)c2ccc(C)cc2)cc1` gave C2C12 statin 6, miR122 inh -1, SIRT5 inh -1, ERp5 block -1, esBAF inh inconclusive and Cneo AK release -3.
